From PubChem
B2AR arrestin: beta2AR (human) beta-arrestin recruitment activity. Potency, µM (highest dose often 46.1 µM), for the others: at the top dose activation, most hits filed as activators. actives 0.02% (n = 330,000). beta-arrestin recruitment to beta2AR, cell-based reporter;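 also: potency is read from the fitted curve at half-maximal effect; 0% = DMSO controls and full agonism = EC100 isoproterenol or metaproterenol; nearly all actives have a fitted effect of over 65% in size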
PKM2 activator: increases activity of human pyruvate kinase M2. P14618. purified PKM2, Kinase-Glo ATP luminescence, activation; response scale: 0% is enzyme alone, no compound. Potency, µM (top dose mostly 57.5 µM), without a hit: at the highest dose activation, most hits filed as activators. actives 0.34% (n = 260,000); also: potency is read from the fitted curve at half-maximal effect; % is scaled to controls: 0 for no effect and ±100 for the full control effect; nearly all actives have a fitted effect of over 55% in size
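ATP formation by purified human PK-M2, quantified via coupled luciferase luminescence after 1 h at room temperature with 0.1 mM ADP and 0.5 mM PEP final.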
ASM inhibitor: blocks human secretory acid sphingomyelinase; P17405; placental ASM, HMU-PC fluorogenic substrate, 60 min; Potency, µM (titrated, usually from 57.5 µM), for inactives: at the highest dose activity change, negative = inhibition, hits mostly inhibitors; actives 0.006% (n = 340,000); also: potency is read from the fitted curve at half-maximal effect
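HMU-PC0 cleavage (9 uM final) by human placental ASM, 60 min at 37 °C following 10 min compound exposure at RT; stopped at pH 10, fluorescence Ex 386/Em 447 nm.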
TSG101-PTAP inh: blocks PTAP/TSG101 interaction to inhibit HIV-1 budding | Q99816 | Fluorescence polarization, FITC-PTAP peptide / Tsg101 binding | Potency, µM (titrated, usually from 115 µM), for the others: at the highest dose activity change, negative = inhibition, most hits filed as inhibitors | 340,000 tested, under 10 active; active = well fitted inhibition curve with a large enough effect in the main read-out, with a control signal flat, not every such curve was filed as active; inconclusive = small, poorly fitted or top-dose-only effect, or effect the other way, or a change in a side signal; inactive = no such curve, though single readings can be large or run the other way; also: potency is read from the fitted curve at half-maximal effect; % of control where 0% means no effect
Target sequence (Q99816 whole entry, looked up): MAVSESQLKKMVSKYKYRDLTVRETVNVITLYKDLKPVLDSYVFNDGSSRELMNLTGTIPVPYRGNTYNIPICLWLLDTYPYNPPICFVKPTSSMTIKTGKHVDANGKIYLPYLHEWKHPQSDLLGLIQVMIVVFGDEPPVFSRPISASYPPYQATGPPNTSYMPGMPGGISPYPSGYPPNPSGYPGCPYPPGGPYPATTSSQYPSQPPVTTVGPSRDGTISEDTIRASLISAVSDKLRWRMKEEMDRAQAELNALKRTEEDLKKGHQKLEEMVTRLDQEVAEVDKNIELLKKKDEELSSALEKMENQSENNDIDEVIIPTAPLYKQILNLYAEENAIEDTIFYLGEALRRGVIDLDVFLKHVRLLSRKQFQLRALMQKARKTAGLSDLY
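Tsg101 binding domain (10 uM final) was mixed with compound and a FITC-labeled PTAP peptide (50 nM final) in HEPES pH 7.5 buffer with NaCl, Tween 20, EDTA and TCEP; fluorescence polarization was read after 20 min at r.t.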
Integrin act MD: integrin-mediated muscular dystrophy alleviation activation. alpha7betagal myoblasts, beta-gal FDG fluorescence, 48 h. Potency, µM (doses to about 38.3 µM), for the others: top-dose activation, usual class: activators. actives 0.064% (n = 350,000). AID 624291;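 also: potency is read from the fitted curve at half-maximal effect; 100% = response of the positive control SU9516; nearly all actives have a fitted effect of over 60% in size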
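alpha7betagal+/- myoblasts (passage 13, 250/well) treated 48 h at 37C with compounds at 1:260 dilution of DMSO stock. Lysed, then beta-galactosidase activity read as FDG fluorescence (ex 480/em 540) after 30 min, with pre-read for autofluorescence.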
FBPA coupling cs: inhibits coupling enzyme system, counter-screen for aldolase hits | coupling enzyme system counterscreen, AmpLite Red fluorescence | activity change, negative = inhibition, % at 58.2 µM, hits read low | actives 0.67% (n = 290,000); in the data active = activity change below about -30%; also: % is scaled to controls: 0 for no effect and ±100 for the full control effect
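Fluorescence at 525 nm excitation and 598 nm emission measured inhibition of the coupled detection system without aldolase. Compounds (at 57.5 uM final) were preincubated 10 min at room temperature with coupling enzyme reagent before a 20 min substrate/AmpLite Red step.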
Menin-MLL TR inh: inhibitors of human menin-MLL interaction, mutant MLL peptide; O00255; Menin + Texas Red MLL mutant peptide, fluorescence polarization; Potency, µM (top dose mostly 61.6 µM), for the others: at the top dose FP activity change, negative = inhibition, hits mostly inhibitors; actives 0.23% (n = 270,000); AID 1768; active = well fitted inhibition curve with a large enough effect in the polarisation, with a control signal flat, not every such curve was filed as active; inconclusive = small, poorly fitted or top-dose-only effect, or effect the other way, or a change in a side signal; inactive = no such curve, though single readings can be large or run the other way; the % refers to the polarisation; also: potency is read from the fitted curve at half-maximal effect; % of control where 0% means no effect; many of its hits are not listed in these tables
Tb PFK inh: blocks T. brucei phosphofructokinase | O15648 | T. brucei PFK, ADP-Glo luminescence | Potency, µM (highest dose often 57.5 µM), for inactives: top-dose activity, negative = inhibition, actives largely listed as inhibitors | actives 0.17% (n = 330,000);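 also: potency is read from the fitted curve at half-maximal effect; 0% = uninhibited 1x PFK enzyme wells and -100% = no-enzyme wells; nearly all actives have a fitted effect of over 60% in size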
Target sequence (O15648 whole entry, looked up): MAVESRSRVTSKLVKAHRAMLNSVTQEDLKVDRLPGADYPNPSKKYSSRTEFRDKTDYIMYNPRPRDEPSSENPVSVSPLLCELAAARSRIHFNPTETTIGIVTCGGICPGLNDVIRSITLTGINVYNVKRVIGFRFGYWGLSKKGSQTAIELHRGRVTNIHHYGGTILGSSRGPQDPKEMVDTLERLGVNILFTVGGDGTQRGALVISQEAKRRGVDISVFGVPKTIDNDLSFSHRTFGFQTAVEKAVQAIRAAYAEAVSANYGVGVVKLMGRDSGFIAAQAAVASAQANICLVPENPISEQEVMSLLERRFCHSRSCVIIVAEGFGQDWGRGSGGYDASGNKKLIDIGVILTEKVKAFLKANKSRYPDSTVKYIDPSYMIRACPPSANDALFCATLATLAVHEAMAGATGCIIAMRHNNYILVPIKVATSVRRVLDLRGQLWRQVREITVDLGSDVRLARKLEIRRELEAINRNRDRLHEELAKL
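In TEA buffer at pH 8.0 with 5 mM MgCl2, enzyme (1.25 nM) converted F6P (0.5 mM) and ATP (0.1 mM) for 45 min at room temperature. ADP product was read by luciferase luminescence.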
Giardia kill: Giardia lamblia killing. actives 0.15% (n = 340,000). Giardia lamblia trophozoite viability. activity change, % at 7.66 µM, hits read low; in the data active = activity change below about -80%; inconclusive = between about -30% and that limit;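 also: parasites exposed to compound for two days anaerobically before the ATP read; % is scaled to controls: 0 for no effect and ±100 for the full control effect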
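ATP-content bioluminescence gauges trophozoite survival. Cells (100/well) receive compound and incubate anaerobically for 48 hrs at 37 deg C; detection reagent follows for 15-30 min at room temperature.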
BCR signal inh: inhibitors of chronic active B-cell receptor signaling; ABC-DLBCL IkBa-CBG/CBR reporter, luminescence ratio, 4 h; Potency, µM (titrated, usually from 46.1 µM), inactives show at the top dose ratio change, negative = lower green/red ratio, most hits filed as inhibitors; actives 0.05% (n = 340,000); AID 493014; active = well fitted inhibition curve with a large enough effect in the signal ratio, with a control signal flat, not every such curve was filed as active; inconclusive = small, poorly fitted or top-dose-only effect, or effect the other way, or a change in a side signal; the % refers to the signal ratio;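 also: potency is read from the fitted curve at half-maximal effect; plate controls were basal doxycycline-induced cells for no effect and cells given 10 µM MG132 for full effect; MG132 reads +100%, hits lower the ratio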
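Cell line TMD8 (human ABC DLBCL), stably expressing tet-inducible CBG68-IkBa fusion and CBR; IMDM/0.5% FBS; cpd up to 46 uM; dox induction, 4 h, 37C/5% CO2; dual luminescence; green/red ratio; MG132 control.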
GALK inh: blocks human galactokinase activity; P51570; Purified GALK, Kinase-Glo residual ATP luminescence; Potency, µM (series often up to 57.5 µM), without a hit: at the highest dose activity change, negative = inhibition, most hits filed as inhibitors; actives 0.007% (n = 270,000); AID 1868; also: potency is read from the fitted curve at half-maximal effect; % is scaled to controls: 0 for no effect and ±100 for the full control effect
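Human GALK (5 nM) with 35 uM ATP and 100 uM galactose in 20 mM HEPES pH 8.0, 5 mM MgCl2, 60 mM NaCl, 1 mM DTT, 0.01% BSA. After 1 h at room temperature, leftover ATP was read by Kinase-Glo Plus luminescence.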
Active calls of the source: *; ? = inconclusive; nt = not tested or not shown; [ ] = dose if it differs, or a comment. Unless noted, calls follow the shape of the dose curve; as a rule, active = well fitted curve in the direction sought with a large enough effect; inconclusive = small, poorly fitted or top-dose-only effect, or another doubt; inactive = no such curve, though single readings can be large; an effect the other way counts as inactive or inconclusive. These rows are one share of the data. The share of hits here may be higher or lower than overall.

SMILES | B2AR arrestin | PKM2 activator | ASM inhibitor | TSG101-PTAP inh | Integrin act MD | FBPA coupling cs | Menin-MLL TR inh | Tb PFK inh | Giardia kill | BCR signal inh | GALK inh
COc1ccc(CCN(C(=O)C(F)(F)F)C(C(=O)NC2CCCC2)c2cccs2)cc1OC (stereo unspecified) | -0.1% | -2% | -9% | -6% | -18% | 2 | -2% | -13% | -20 | ? | 1%
COc1ccc(N2C(=O)CC(SCCc3nc4ccccc4[nH]3)C2=O)cc1 (stereo unspecified) | 3.6% | 1% | -1% | nt | 3% | -3 | -27% | 2% | 4 | -8% | 5%
CC(C)(C)c1cc(C(C)(C)C)cc(S(=O)(=O)CCc2ccccn2)c1 | -0.1% | -7% | -1% | -8% | 36% | 0 | ? | -3% | -16 | 4% | 0%
COc1ccccc1NC(=O)N1CCC(c2nc3cc(C)c(C)cc3[nH]2)CC1 | -0.5% | -17% | -3% | -4% | 33% | -5 | 26% | -1% | 12 | 18µM* | -1%
CN(CC(=O)NCc1ccncc1)S(=O)(=O)c1ccc(Br)cc1 | 2.5% | 1% | -1% | 1% | 1% | 3 | 5% | 0% | -15 | 6% | -8%
Cc1[nH]n(-c2cccc(Cl)c2)c(=O)c1-c1ccc(Cl)cc1 | 0.2% | 2% | -6% | -5% | 18% | 1 | ? | -2% | 5 | ? | -2%
CCCCC(=Nc1ccc(N)cc1)C1=C(O)C(C(=O)OC)C(C)(C)CC1=O (stereo unspecified) | 0.1% | 0% | 1% | -3% | 5% | -40* | ? | -2% | 4 | 5% | -1%
Cc1noc(/C=C/N(C)C)c1S(=O)(=O)N1CCN(c2ccc(F)cc2)CC1 | -0.2% | nt | 1% | -3% | 0% | 3 | 34%[activator] | 2% | 2 | ? | -1%
CC(=O)Nc1ccc(-c2csc(NC(=O)C3CC(=O)N(c4ccc5c(c4)OCCO5)C3)n2)cc1 (stereo unspecified) | 0.0% | -4% | -7% | 3% | 0% | -35* | nt | -4% | -4 | 0% | 3%
CCCCCC1CC(=O)N(Cc2ccc(Cl)cc2)C(=O)N1 (stereo unspecified) | -0.2% | 0% | 0% | -5% | 11% | -1 | 16% | 5% | -8 | 0% | -1%
COc1ccc(-c2cc(C(=O)Nc3cnn(Cc4ccccc4C)c3)no2)cc1OC | 0.1% | 1% | -7% | -6% | 17%[7.66 µM] | -2 | 28% | 0% | 10 | ? | -1%
Cc1cccc(N=Cc2cc3c(cc2[N+](=O)[O-])OCO3)c1 | 0.0% | -4% | -2% | -5% | -1% | nt | 0% | 2% | 10 | -1% | 0%
CCn1c(COc2ccccc2)nnc1SCC(=O)Nc1ccc2c(c1)OCCO2 | 0.2% | 1% | 0% | -2% | 19% | 2 | -13% | 11% | -10 | -3% | 0%
Cc1nn(C)c(C)c1CN(C)C(=O)c1nn2c(c1Br)NC(c1cccs1)CC2C(F)(F)F (stereo unspecified) | -0.4% | 1% | -3% | -1% | 3% | 0 | -15% | -3% | -3 | 8% | -6%
COC(=O)c1c(C)oc2ccc(N(C(=O)Oc3ccccc3)S(=O)(=O)c3ccc(Cl)c([N+](=O)[O-])c3)cc12 | 0.1% | 0% | -4% | -4% | -20% | -1 | ? | -20% | -12 | 1% | 0%
CN(Cc1ccc(Cl)s1)C(=O)CN1C(=O)N(C)C2(CCCCC2)C1=O | -0.5% | nt | nt | -3% | -11% | nt | nt | -7% | 5 | 3% | nt
CN1CCN(Cc2cccc(Oc3ccc(Cl)cc3)c2)CC1 | -0.7% | -9% | 2% | -2% | 0% | 1 | -2% | 0% | 8 | 1% | 1%
CCCCN1CN(S(=O)(=O)c2cccs2)c2nc3ccccc3nc21 | -0.4% | 19% | nt | nt | nt | -5 | 16% | -4% | nt | ? | 0%
Cc1ccc2c(COC(=O)CNC(=O)c3ccco3)cc(=O)oc2c1C | -2.2% | nt | -2% | -1% | 0% | nt | nt | 1% | -6 | ? | nt
O=Cc1ccc(OCC(=O)N2CCc3ccccc32)c(Br)c1 | 2.5% | nt | -6% | -1% | 5% | nt | nt | -2% | -3 | ? | nt
NC(=O)c1ccsc1NC(=O)COC(=O)c1c(F)cccc1Cl | -0.1% | nt | 2% | -1% | -37% | nt | nt | 0% | -2 | ? | nt
COc1ccc(/C=N\Nc2ccccn2)c(OC)c1 | 0.5% | -4% | -3% | -9% | 42% | 0 | ? | 3% | -10 | ? | -2%
O=C(Nc1ccc2c(c1)OCCO2)c1cccs1 | -0.5% | -25% | -1% | -9% | -1% | -2 | 6% | 0% | ? | ? | -1%
O=C(NNC(=O)[C@@H]1CCCC[C@@H]1C(=O)O)c1cccs1 | -0.2% | 0% | 2% | 0% | 11% | 1 | -7% | -1% | -8 | ? | 1%
Cn1c(=O)[nH]c(=O)c2c1nc(N(CCO)Cc1ccccc1)n2CCCc1ccccc1 | 0.0% | 6% | 6% | 0% | 5% | 2 | -11% | 1% | -13 | ? | 3%

Arranged by SMILES length (ascending): 4 of the compounds above.
SMILES | B2AR arrestin | PKM2 activator | ASM inhibitor | TSG101-PTAP inh | Integrin act MD | FBPA coupling cs | Menin-MLL TR inh | Tb PFK inh | Giardia kill | BCR signal inh | GALK inh
O=C(Nc1ccc2c(c1)OCCO2)c1cccs1 | -0.5% | -25% | -1% | -9% | -1% | -2 | 6% | 0% | ? | ? | -1%
CN1CCN(Cc2cccc(Oc3ccc(Cl)cc3)c2)CC1 | -0.7% | -9% | 2% | -2% | 0% | 1 | -2% | 0% | 8 | 1% | 1%
CCCCC(=Nc1ccc(N)cc1)C1=C(O)C(C(=O)OC)C(C)(C)CC1=O (stereo unspecified) | 0.1% | 0% | 1% | -3% | 5% | -40* | ? | -2% | 4 | 5% | -1%
Cn1c(=O)[nH]c(=O)c2c1nc(N(CCO)Cc1ccccc1)n2CCCc1ccccc1 | 0.0% | 6% | 6% | 0% | 5% | 2 | -11% | 1% | -13 | ? | 3%

Continued.
SMILES | B2AR arrestin | PKM2 activator | ASM inhibitor | TSG101-PTAP inh | Integrin act MD | FBPA coupling cs | Menin-MLL TR inh | Tb PFK inh | Giardia kill | BCR signal inh | GALK inh
COc1cc(CN2CCCC(N3CCN(c4ccccc4C)CC3)C2)cc(Cl)c1O (stereo unspecified) | -0.9% | 3% | -2% | -8% | 0% | -1 | -12% | 0% | 15 | 5% | -1%
C[C@H](CO)N1C[C@H](C)[C@@H](CN(C)S(=O)(=O)c2ccccc2)Oc2c(NC(=O)Nc3ccc(C(F)(F)F)cc3)cccc2C1=O | 0.0% | nt | ? | -2% | -20% | nt | nt | -8% | 14 | 0% | nt
COc1cc(CCN2C(=O)c3cccc4cccc(c34)C2=O)c(S(=O)(=O)NCCCO)cc1OC | 0.1% | 3% | -4% | -2% | 25% | -1 | 9% | -1% | 2 | ? | -1%
O=C(/C=C/c1ccccc1)N1CCN(C(=O)c2ccco2)CC1 | 0.3% | -3% | 0% | -3% | 17% | 2 | 11% | 5% | -2 | -7% | 0%
CCSc1ccc([C@@H]2[C@H]3C(=O)N(CC)C(=O)[C@H]3[C@]3(C(=O)OC)CCCCN23)cc1 | -0.4% | nt | -8% | 21% | 7% | nt | nt | -5% | 6 | 1% | nt
CCc1ccccc1N(CC(=O)NCc1ccco1)C(=O)CCC(=O)Nc1nccs1 | -0.4% | -1% | 1% | -3% | -13% | 1 | -10% | -3% | 2 | 2% | 8%
Cn1c(SCC(=O)C(C)(C)C)nnc1-c1cccnc1 | -0.7% | -5% | 0% | -1% | 13% | 0 | 7% | -1% | -13 | 5% | 2%
C=C(C)CNC(=S)N/N=C/c1c(F)cccc1F | ? | 1% | 0% | 1% | -20% | -3 | 4% | 2% | 4 | ? | 9%
O=C(NCCC1CCCCN1S(=O)(=O)c1ccc(Cl)cc1)C(=O)NCc1ccco1 (stereo unspecified) | 0.2% | nt | -1% | -4% | -2% | nt | nt | -5% | -4 | 11% | nt
Cc1ccc(S(=O)(=O)N(C)C)cc1NC(=O)C1CCCC1 | -0.1% | -3% | 9% | -1% | 25% | -30 | 2% | -33% | 1 | 1% | 0%
NC(=O)CC1C(=O)N(c2ccc(F)cc2)C(=O)N1NC(=O)CCc1ccccc1 (stereo unspecified) | 0.0% | -2% | -3% | -3% | -10% | 3 | 2% | -14% | -12 | -1% | 0%
